Screening data deposited in PubChem by several laboratories.
CHRM5 antagonist – antagonists of human muscarinic M5 receptor (CHRM5). AID 624040. 360,000 compounds, 0.59% hits. inhibition, % at 3 µM. P08912. CHO-hM5 cells, Fluo-8 calcium fluorescence, ACh EC80;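 active means inhibition above a per-plate cutoff, the mean of that plate's test compounds plus 3 SD, cut at about 27% in these data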;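 further: 0% = acetylcholine EC80 with DMSO and 100% = DMSO without agonist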
Target sequence (P08912 whole entry, looked up): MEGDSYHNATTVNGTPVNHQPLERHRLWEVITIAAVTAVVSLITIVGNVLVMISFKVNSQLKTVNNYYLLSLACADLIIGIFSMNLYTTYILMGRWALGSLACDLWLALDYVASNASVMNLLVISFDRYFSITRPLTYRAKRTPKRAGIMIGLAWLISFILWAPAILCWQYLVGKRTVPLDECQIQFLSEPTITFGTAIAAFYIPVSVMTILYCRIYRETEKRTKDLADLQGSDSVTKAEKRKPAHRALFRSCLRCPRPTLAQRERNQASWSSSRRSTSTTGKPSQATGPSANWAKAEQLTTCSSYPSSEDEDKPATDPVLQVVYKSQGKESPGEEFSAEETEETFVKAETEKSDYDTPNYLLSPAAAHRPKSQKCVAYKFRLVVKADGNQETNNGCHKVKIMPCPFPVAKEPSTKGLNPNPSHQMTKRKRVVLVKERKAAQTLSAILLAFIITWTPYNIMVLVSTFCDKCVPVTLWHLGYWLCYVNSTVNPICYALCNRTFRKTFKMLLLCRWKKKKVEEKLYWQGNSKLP
CHRM5 PAM – CHRM5 positive allosteric modulation; CHO-K1 hM5, Fluo-8 calcium, ACh EC20 PAM; 0% = ACh EC20, 100% = ACh EC100; activation, % at 3 µM; 360,000 compounds, 0.3% hits; AID 624038;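 active means activation above the run cutoff, the mean activation of all test compounds plus 3 SD, cut at about 18% in these data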
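System: CHO-K1 hM5 cells. Reagent: acetylcholine, EC20 level. Compound dosing: single dose, 3 µM nominal final test concentration. Timing: Post-acetylcholine fluorescence recording 140 s. Detection: Fluo-8 calcium fluorescence. Read-out: % activation, ACh-normalized. Benchmarks: ACh EC20 and EC100 wells. Repeats: singlicate, one well per test compound.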
M1 PAM parental – M1 PAM counterscreen hit in parental CHO-K1 cells; ATP EC20, Fluo-8 calcium fluorescence; 0% at ATP EC20, 100% at ATP max; activation, % at 3 µM; 360,000 compounds, 0.02% hits; AID 602247;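 active means activation above the run cutoff, the mean activation of all test compounds plus 3 SD, cut at about 40% in these data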;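 further: peak over basal fluorescence ratio in a 140 s read after ATP addition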
TAAR1 antag – human TAAR1 antagonism; Q96RJ0; CHO RD-HGA16 TAAR1, Fluo-8 calcium fluorescence, antagonist; inhibition, % at 3 µM; 360,000 compounds, 1.5% hits; AID 624466;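 active means inhibition above a per-plate cutoff, the mean inhibition of test compounds on that plate plus 3 SD, cut at about 49% in these data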;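 further: 0% = DMSO plus EC80 beta-PEA response and 100% = DMSO alone without agonist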
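Test system – hTAAR1-expressing CHO RD-HGA16 cells, Gα16-coupled · Reagent – β-PEA at EC80 concentration, post-compound challenge · Compound dosing – 3 µM, single point · Timing – 140 s kinetic read after compound, 140 s after agonist · Detection – Fluo-8 intracellular calcium dye fluorescence, real-time kinetic reads · Control set – DMSO and EC80 PEA controls · Repeats – n of 1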
CHRM4 PAM – potentiates acetylcholine response at human M4 receptor | P08173 | 360,000 compounds, 0.4% hits | CHO-K1 hM4/Gqi5, Fluo-8 calcium fluorescence, ACh EC20; 0% = ACh EC20, 100% = maximal ACh | activation, % at 3 µM;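 active means activation above its plate's cutoff, the mean activation of sample wells plus 3 SD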; further: some results filed as inactive read as strong as hits
Target sequence (P08173 whole entry, looked up): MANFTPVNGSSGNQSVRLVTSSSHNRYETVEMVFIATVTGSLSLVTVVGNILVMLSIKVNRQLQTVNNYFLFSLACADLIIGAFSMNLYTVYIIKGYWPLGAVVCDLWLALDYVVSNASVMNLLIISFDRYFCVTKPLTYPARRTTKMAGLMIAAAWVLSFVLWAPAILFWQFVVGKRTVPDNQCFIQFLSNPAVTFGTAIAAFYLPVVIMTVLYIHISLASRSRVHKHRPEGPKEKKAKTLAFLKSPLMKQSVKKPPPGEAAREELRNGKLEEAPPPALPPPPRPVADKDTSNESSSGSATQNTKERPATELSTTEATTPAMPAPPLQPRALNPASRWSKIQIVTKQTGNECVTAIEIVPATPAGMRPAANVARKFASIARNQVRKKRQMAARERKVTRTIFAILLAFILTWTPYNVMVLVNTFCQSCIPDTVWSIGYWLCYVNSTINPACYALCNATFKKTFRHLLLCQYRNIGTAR
CHRM5 agonist – agonists of human muscarinic M5 receptor (CHRM5); 360,000 compounds, 0.19% hits; CHO-K1 hM5 cells, Fluo-8 calcium fluorescence; 0% DMSO wells, 100% maximal acetylcholine response; AID 624037; activation, % at 3 µM; P08912;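 active means activation above the run's mean over test compounds plus 3 SD, cut at about 23% in these data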;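 further: signal is peak over basal fluorescence ratio across the kinetic read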
TAAR1 ag – agonists of human TAAR1 | Q96RJ0 | CHO RD-HGA16 TAAR1, Fluo-8 calcium fluorescence; vehicle wells 0%, saturating PEA agonist 100% | activation, % at 3 µM | 360,000 compounds, 0.99% hits | AID 624467;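 active means activation above the mean activation of all test compounds in the run plus 3 SD, cut at about 38% in these data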
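System: CHO RD-HGA16 cells carrying human TAAR1 plus Gα16; Incubation: 17-24 h seeding, 75 min 37 °C dye, 30 min RT; Measured by: Fluo-8 fluorescence, 5 s baseline then 140 s kinetic read; Control set: DMSO and PEA EC100; Replication: single well for each compound.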
CRFBP-R2 agonist – CRF-BP/CRF-R2 complex agonism; 350,000 compounds, 0.46% hits; AID 588473; activation, % at 13.2 µM; HEK293 CRF-R2/CRF-BP, calcium dye fluorescence (FLIPR); percent of saturating CRF peptide response;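 active means activation of at least 50%, plus an integration ratio under a set limit after plate pattern correction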;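 further: plate controls were neutral control wells without compound for no effect and CRF at EC100 for full effect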
CRFBP-R2 block – CRF-BP/CRF-R2 complex antagonism. HEK293 CRF-R2/CRF-BP, CRF-induced calcium fluorescence. inhibition, % at 11.8 µM. 350,000 compounds, 0.59% hits;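 active means inhibition of the ligand-induced calcium signal above about 50% at the single tested concentration, limit read from the data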
The depositor's hits bear a star; nt = not tested or not shown.

Preview, five compounds:
SMILES	CHRM5 antagonist	CHRM5 PAM	M1 PAM parental	TAAR1 antag	CHRM4 PAM	CHRM5 agonist	TAAR1 ag	CRFBP-R2 agonist	CRFBP-R2 block
CC(=O)C[C@@H](O)CC(=O)[C@@H]1OC(=O)CCCCCCc2ccccc21	-2.1	12.4	15.4	5.8	3.6	4.4	9.9	2.8	-7.7
C=CCSc1nnc(-c2c[nH]c3ccccc23)n1CCOC	2.4	9.9	-3.3	-21.6	0.1	-3.0	5.9	-1.1	-20.7
CC1(C)CC2CC(C)(CN2C(=O)COC(=O)c2ccc(O)cc2O)C1 (centres undefined)	15.5	-4.8	5.7	-4.5	0.2	4.5	12.4	-0.2	1.1
CC(=O)Nc1ccc(S(=O)(=O)NC2(C(F)(F)F)NC(=O)N(c3ccccc3F)C2=O)cc1 (centres undefined)	-7.9	-2.0	20.4	-7.1	-0.2	-0.4	5.6	0.8	-5.0
COc1ccc(C2C(=O)N(C3CCCCC3)CC(=O)N2CC2COc3ccccc3O2)cc1 (centres undefined)	3.8	-3.6	19.2	8.5	-1.5	-3.0	4.6	-2.0	-14.6

Results, from the start:
SMILES	CHRM5 antagonist	CHRM5 PAM	M1 PAM parental	TAAR1 antag	CHRM4 PAM	CHRM5 agonist	TAAR1 ag	CRFBP-R2 agonist	CRFBP-R2 block
CC(=O)C[C@@H](O)CC(=O)[C@@H]1OC(=O)CCCCCCc2ccccc21	-2.1	12.4	15.4	5.8	3.6	4.4	9.9	2.8	-7.7
C=CCSc1nnc(-c2c[nH]c3ccccc23)n1CCOC	2.4	9.9	-3.3	-21.6	0.1	-3.0	5.9	-1.1	-20.7
CC1(C)CC2CC(C)(CN2C(=O)COC(=O)c2ccc(O)cc2O)C1 (centres undefined)	15.5	-4.8	5.7	-4.5	0.2	4.5	12.4	-0.2	1.1
CC(=O)Nc1ccc(S(=O)(=O)NC2(C(F)(F)F)NC(=O)N(c3ccccc3F)C2=O)cc1 (centres undefined)	-7.9	-2.0	20.4	-7.1	-0.2	-0.4	5.6	0.8	-5.0
COc1ccc(C2C(=O)N(C3CCCCC3)CC(=O)N2CC2COc3ccccc3O2)cc1 (centres undefined)	3.8	-3.6	19.2	8.5	-1.5	-3.0	4.6	-2.0	-14.6
CC(=O)NC(Cc1c[nH]c2ccccc12)C(=O)OCC(=O)N1CCN(S(=O)(=O)c2ccc(Cl)cc2)CC1 (centres undefined)	6.5	-8.1	3.2	-0.9	-1.0	2.4	11.5	1.4	8.8
Cc1ccccc1NC(=O)NC1CCCCCCC1	5.6	0.0	9.2	-13.8	1.4	-4.4	-1.4	-0.3	-5.8
CC1(C)CC(=O)C2=C(C1)N(CC1CCCO1)C(=O)C2(NC(=O)c1cccnc1)C(F)(F)F (centres undefined)	4.0	2.6	17.9	16.0	0.8	1.8	6.6	-0.1	-2.7
COC(=O)C(Sc1nc(C)cc(C)c1C#N)c1ccccc1 (centres undefined)	-0.1	0.8	24.2	15.7	2.3	-6.3	-0.9	-0.4	30.9
Cc1ccccc1C(=O)NC(=S)NC1CCSC1=O (centres undefined)	0.1	1.9	0.6	-3.2	2.6	-2.6	-0.6	1.1	-2.1
Cc1nc(C)c2c(=O)cc(-c3ccccc3)[nH]c2n1	8.3	-5.4	29.4	-5.8	10.1	-1.7	9.0	1.3	-8.0
CCN1C(=O)/C(=C2/Sc3ccccc3N2CC)SC1=S	12.6	-7.6	-18.5	-17.2	-4.4	-1.0	0.7	4.5	-4.0
COc1cccc(C(=O)COC(=O)C(C)N2C(=O)C3C4C=CC(C4)C3C2=O)c1 (centres undefined)	-4.3	1.8	19.8	-22.1	3.7	3.5	19.7	-0.6	-8.7
Cc1cccc(Nc2cc(C)c3c(O)cccc3n2)c1C	15.2	-13.6	9.1	81.9*	-11.6	1.0	94.2*	14.7	-20.0
Cc1cccc(C)c1-n1nnnc1C(c1ccnc2ccccc12)N1CCCC1 (centres undefined)	-13.7	13.5	13.6	-5.3	12.8	-1.2	2.0	nt	nt
CCOC(=O)C1(C)CCCN(C(=O)c2cccnc2)C1 (centres undefined)	10.2	-1.4	2.0	-20.9	-2.7	1.4	2.6	nt	nt
N#CC(=NCc1cccnc1)C1=C(O)c2ccccc2C1=O	2.2	1.3	17.0	-44.7	-9.9	3.2	-2.8	-0.9	-9.0
CCOC(=O)[C@]12CCCC=C1N(Cc1ccco1)C(=O)[C@H](CC(=O)NCc1cccc(C(F)(F)F)c1)C2	5.4	-6.2	-0.2	-20.9	3.6	0.0	-0.5	nt	nt
N#CCCN(C(=O)COC(=O)CCc1ccccc1)c1ccccc1	8.6	1.5	19.2	-18.7	-3.3	-1.6	2.2	0.0	-1.0
CSc1nnc(NC(=O)c2ccco2)s1	2.4	1.4	8.5	0.6	0.2	-1.5	2.8	0.4	1.8
CCCOC(=O)C1=C(C)NC2=C(C(=O)CC(C)(C)C2)C1c1ccc(N(C)C)cc1 (centres undefined)	-8.9	-4.0	18.9	11.8	-2.1	-3.9	1.9	-0.4	-8.1
COc1cccc(CN(C)C(=O)[C@@H](NC(=O)c2ccc(C)cc2)C(C)C)c1	3.6	-6.4	5.9	17.9	-2.1	-2.0	7.1	-0.3	10.8
COc1cc(OC)c2c(-c3cccc(-c4ccc(OC)c(OC)c4)c3)cc(=O)oc2c1	3.9	-3.5	7.3	-5.9	11.3	2.8	6.0	0.7	24.8
O=C(Nc1ccncc1)c1ccc(-c2ccccc2)cc1	33.5*	-28.7	7.9	15.5	-12.1	5.1	7.7	0.3	11.4
CCCCc1nc2cc(C(=O)N3CCCCC3CCO)ccc2o1 (centres undefined)	7.6	-0.8	5.4	-19.3	8.4	-4.9	1.6	0.0	-8.6
SMILES	CHRM5 antagonist	CHRM5 PAM	M1 PAM parental	TAAR1 antag	CHRM4 PAM	CHRM5 agonist	TAAR1 ag	CRFBP-R2 agonist	CRFBP-R2 block
CC(c1ccccc1)c1nnc(NC(=O)Nc2ccccc2F)s1 (centres undefined)	4.9	-8.5	2.5	-21.2	-2.8	-1.6	5.2	-0.2	-13.0
Cc1ccc(N2C(=O)Nc3ccccc3S2(=O)=O)cc1Cl	-0.6	-5.4	-9.3	26.5	-1.9	-0.8	-2.4	0.3	0.4
Nc1nc2c(Cl)ccc(Cl)c2s1	8.6	10.2	11.8	1.4	3.9	-6.6	7.1	-2.8	-1.4
COCCCn1cc(C(=O)c2cc(OC)ccc2OCC(=O)Nc2cc(C)on2)cc(C#N)c1=O	-0.8	4.2	13.3	-0.8	0.1	-3.0	-3.6	-2.6	0.1
OC[C@@H]1[C@@H](c2ccc(Cl)cc2)C(c2ccccc2)=NN1c1ccccc1	-2.2	-0.3	17.4	10.8	-7.6	-0.8	2.2	0.3	30.3
CN(C)/C=C(/C(=O)c1ccccc1Cl)S(C)(=O)=O	-13.3	1.2	4.4	-4.5	-4.1	2.1	10.2	-4.0	11.8
COc1cc(NC2c3ncccc3C(=O)N2Cc2ccco2)cc(OC)c1OC (centres undefined)	7.0	-6.1	1.4	-6.3	13.1	1.1	4.5	0.0	-5.3
CCCn1nnnc1SCC(=O)N1CCOCC1	-0.6	-5.0	-4.0	-5.5	3.7	-2.5	1.9	1.3	-9.2
COc1ccccc1CN1CC(C(=O)NCc2ccc(C)c(F)c2)CCC1=O (centres undefined)	23.4	-12.0	11.0	-17.7	4.3	-3.5	0.5	-0.5	29.8
O=C(O)c1ccc(CNC(=O)c2ccccc2NC(=O)c2cccc([N+](=O)[O-])c2)cc1	-25.5	9.6	23.7	-23.9	12.8	-1.3	20.3	1.1	2.1
CCOc1cccc2sc(N(CCCN(C)C)C(=O)c3ccc(S(=O)(=O)N(CC)Cc4ccccc4)cc3)nc12	2.4	-11.4	7.6	55.0*	-7.9	-3.4	28.2	2.1	-24.2
Cc1ccc(CN(C)C(=O)CCc2c[nH]c3ccccc23)o1	5.6	-1.2	2.1	-12.8	2.7	-3.5	-1.5	-2.1	56.6*
Cc1cccc(C(=O)NC(=S)N2CCN(C(=S)NC(=O)c3cccc(C)c3)CC2)c1	4.9	0.6	26.6	-18.3	-4.5	0.2	2.0	-0.7	50.2*
CCCOc1cc(C)c(S(=O)(=O)NCCOC)cc1C	-4.3	0.2	11.6	1.9	7.1	-3.3	1.6	-0.4	21.4
Cc1ccc2c(c1)C(c1ccncc1)=NNC(c1ccc(F)cc1)=N2	7.1	-0.8	4.1	-16.9	7.9	-4.2	8.8	-3.3	1.8
COc1ccc(OCC(=O)OCC(=O)NC2CCCCC2C)cc1 (centres undefined)	6.6	1.9	-10.0	-0.4	10.6	-1.7	-0.4	-2.2	-6.0
COc1cc(/C=C2\SC(=S)N(CCC(=O)Nc3ccccn3)C2=O)cc(OC)c1OC	7.2	-0.1	8.2	43.9	0.8	-1.4	12.9	4.7	-6.6
Clc1cccc(CSc2nccn2-c2ccccc2)c1	3.5	-3.8	13.2	12.4	0.6	-7.7	12.7	-0.3	37.5
O=C(NCCN1CCOCC1)C(=O)NCc1ccco1	-6.8	5.7	12.9	-11.9	4.7	-0.4	14.8	-1.7	2.7
CCc1cc2cc(C)cc(C)c2nc1SCC(=O)N1CCN(C(=O)c2ccco2)CC1	-7.9	2.0	23.9	-18.1	20.9	0.1	9.3	4.5	52.1*
N#C/C(=C/c1ccc(-c2ccc([N+](=O)[O-])cc2)o1)c1nnc(N2CCOCC2)n1-c1ccccc1	-1.5	7.5	-13.1	16.6	1.8	7.1	4.1	175.6*	-164.1
COc1cccc(/C=N/NC(=O)CSc2cccc3cccnc23)c1	6.6	-15.6	1.8	6.0	-11.4	6.7	4.9	-1.4	-3.2
CCCCN(CC)CCNC(=O)c1cc2c(C)nc3ccccc3c2o1	2.5	-2.4	18.6	-7.0	-1.9	-0.4	2.1	0.9	16.3
CCOc1ccc(OCCC(=O)OCC(=O)N2CCN(c3ccc(OC)cc3)CC2)cc1	7.5	-0.8	20.4	-36.2	5.4	3.4	3.9	0.2	-5.7
Cc1ccccc1NC(=O)c1ccc(S(=O)(=O)C(F)F)cc1	-0.5	-2.1	1.4	4.8	1.0	0.6	4.4	-0.3	7.7
[O-]/C(=C(\C(=S)Nc1ccc(Cl)cc1)[n+]1ccccc1)c1ccc(OC(F)F)cc1	8.6	0.8	6.0	14.0	-2.6	-8.2	0.9	-2.4	1.2

Part of the list above with just TAAR1 ag and CHRM5 PAM.
canonical_smiles | TAAR1 ag | CHRM5 PAM
CCc1cc2cc(C)cc(C)c2nc1SCC(=O)N1CCN(C(=O)c2ccco2)CC1 | 9.3 | 2.0
N#C/C(=C/c1ccc(-c2ccc([N+](=O)[O-])cc2)o1)c1nnc(N2CCOCC2)n1-c1ccccc1 | 4.1 | 7.5
